Compound activity from PubChem.
Ecoli viability: bacterial growth inhibition, counter-screen for AddAB inhibitors; E. coli V3065 growth, OD600 absorbance, 18 h; inhibition, % at 11.9 µM; 0.27% of 330,000 active; AID 449728;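 active = inhibition above the campaign's mean inhibition across all tested compounds plus 3 SD, cut at about 9.9% in these data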;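 also: uninfected addAB+ strain grown without phage in ampicillin broth; 0% = DMSO wells and 100% = ciprofloxacin 0.95 µg/ml wells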
AddAB inh: less growth of phage-infected E. coli with AddAB; 0.29% of 330,000 active; E. coli expressing H. pylori AddAB, absorbance growth; inhibition, % at 11.9 µM; in the data active = inhibition above about 12%;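 also: 0% = vehicle wells of infected cells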
OPRM1-OPRD1 ag: agonists of human mu-delta opioid receptor heterodimerization; P35372+P41143; cells, OPRM1-OPRD1 heterodimerization, luminescence; activation, % at 9.3 µM; 0.3% of 340,000 active; AID 504326; in the data active = activation above about 18%;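 also: 0% = vehicle-treated cells and 100% = reference agonist; values of inactives mirror those of a sister screen read the other way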
MOR-DOR inv ag: inverse agonist of human OPRM1-OPRD1 heterodimerization | 0.21% of 340,000 active | inhibition, % at 9.3 µM | P35372+P41143 | cell-based MOR-DOR heterodimer luminescence, inverse agonism; in the data active = inhibition above about 22%, passing the limit was not always enough;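 also: 0% = cells with DMSO and 100% = wells without cells with DMSO; values of inactives mirror those of a sister screen read the other way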
Mot1-301 SUMO: inhibitors of SUMOylation pathway: yeast Mot1-301 growth rescue; S. cerevisiae Mot1-301 growth rescue, ATP luminescence, 38.5C; percent above DMSO median, 100 means doubled; growth rescue, % at 18.8 µM; 1% of 320,000 active;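 active = every valid replicate shows activation above 250% relative to neutral control wells; inactive = the rest, any valid replicate at or below 250%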;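 also: OY570 slx delta 5 strain wells were the positive control but not used for scaling; some compounds called inactive have numbers as strong as hits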
phage Ecoli inh: E. coli growth loss with phage present; inhibition, % at 11.9 µM; AID 651602; 0.26% of 360,000 active; growth absorbance; in the data active = inhibition above about 11%
DSG3 Ab inh: blocks pemphigus antibody binding to human desmoglein-3 | DSG3-coupled beads, scFv-anti-DSG3-GFP binding, flow cytometry; stronger effect = lower value | 0.48% of 310,000 active | AID 588358 | P32926 | binding (percent of control), % at 10 µM;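 active = binding more than 3 SD below its plate's average and above zero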;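 also: hits lower antibody fragment binding to DSG3; some compounds called inactive have numbers as strong as hits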
Target sequence (P32926 whole entry, looked up, the tested form may be a part): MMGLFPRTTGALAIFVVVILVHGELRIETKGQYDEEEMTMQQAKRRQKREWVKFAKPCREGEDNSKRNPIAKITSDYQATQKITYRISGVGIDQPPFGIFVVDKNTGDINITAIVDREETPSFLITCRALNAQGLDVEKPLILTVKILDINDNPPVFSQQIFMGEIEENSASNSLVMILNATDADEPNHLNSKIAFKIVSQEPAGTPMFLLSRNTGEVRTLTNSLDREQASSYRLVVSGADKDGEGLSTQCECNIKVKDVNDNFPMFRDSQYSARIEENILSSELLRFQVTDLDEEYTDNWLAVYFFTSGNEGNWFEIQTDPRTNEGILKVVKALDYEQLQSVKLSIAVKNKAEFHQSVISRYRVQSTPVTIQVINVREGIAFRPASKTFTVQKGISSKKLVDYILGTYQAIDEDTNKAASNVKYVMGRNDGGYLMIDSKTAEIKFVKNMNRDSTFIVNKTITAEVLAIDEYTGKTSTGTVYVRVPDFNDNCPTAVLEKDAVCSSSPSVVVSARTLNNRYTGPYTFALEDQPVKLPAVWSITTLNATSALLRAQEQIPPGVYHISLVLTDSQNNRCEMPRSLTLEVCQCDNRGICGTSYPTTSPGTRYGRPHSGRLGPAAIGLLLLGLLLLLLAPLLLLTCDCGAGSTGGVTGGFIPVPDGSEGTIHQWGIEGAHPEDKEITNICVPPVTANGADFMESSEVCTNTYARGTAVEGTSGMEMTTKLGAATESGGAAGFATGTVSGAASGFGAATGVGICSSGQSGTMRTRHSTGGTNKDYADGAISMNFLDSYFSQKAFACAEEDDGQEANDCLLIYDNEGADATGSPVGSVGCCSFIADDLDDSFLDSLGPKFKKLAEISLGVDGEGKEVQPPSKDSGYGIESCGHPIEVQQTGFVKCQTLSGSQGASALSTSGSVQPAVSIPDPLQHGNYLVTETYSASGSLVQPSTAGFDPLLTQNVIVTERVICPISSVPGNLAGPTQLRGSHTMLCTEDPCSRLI
Tat transport: blocks Tat-dependent protein export in E. coli; E. coli MC4100 TorA-mCherry Tat export, fluorescence; inhibition, % at 10 µM; 0.036% of 340,000 active;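 active = mean replicate inhibition at least 50% and at least half of replicates individually reaching 50%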;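 also: exported cargo escapes ClpAP degradation while cytoplasmic cargo is degraded and loses fluorescence; 0% = median of neutral control wells and 100% = median of NaSCN control wells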
PKA-R1A activ: activates the PKA-R1A holoenzyme complex; P00514+P68181; PKA-R1A dissociation, Cy5-IP20 fluorescence polarization; scaled: DMSO 0%, 113 µM cGMP 100%; activation, % at 11.4 µM; 0.083% of 340,000 active; AID 504707;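 active = percent activation above the mean of all tested compounds plus 3 SD, cut at about 19% in these data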;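 also: higher means more PKAc released from R1A so a rise in polarization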
PfHsp90 yeast 2: growth inhibition of yeast expressing Plasmodium Hsp90. AID 504621. inhibition, % at 9.4 µM. S. cerevisiae expressing PfHsp90, BacTiter-Glo ATP, 48 h; yeast lacking PDR1 and PDR3 efflux regulators. 0.32% of 310,000 active;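 active = every replicate shows inhibition above about 80%, whatever the replicate mean, limit read from the data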;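 also: 0% = DMSO neutral controls and 100% = 20 µM radicicol positive controls; yeast relying on Plasmodium falciparum Hsp90 in place of its own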
Arr AP2 block: inhibitors of human beta-arrestin and AP2 interaction; AID 504490; inhibition, % at 10 µM; 0.31% of 340,000 active; FITC-arrestin peptide / GST-AP2 beads, flow cytometry; AP2 beta2 appendage carries R879A mutation;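 active = inhibition above a set limit, near 3 SD of compounds lacking own fluorescence, cut at about 54% in these data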;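 also: plate controls were DMSO wells for no effect and 5 µM unlabelled arrestin peptide for full effect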
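System: GST-AP2 R879A bound to glutathione beads, E. coli-expressed. Also added: 50 nM FITC-arrestin peptide. Schedule: compound with beads 12 min RT, then probe 1 h RT. Signal: bead flow cytometry, FITC channel. Read-out basis: percent response.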
* hit, by the source's call; · = not tested or not shown.

Below each SMILES: Ecoli viability, AddAB inh, OPRM1-OPRD1 ag, MOR-DOR inv ag, Mot1-301 SUMO, phage Ecoli inh, DSG3 Ab inh, Tat transport, PKA-R1A activ, PfHsp90 yeast 2, Arr AP2 block
CCOc1ccc(-c2ccc(SC)nn2)cc1
→ 0.0, 4.3, -2.4, 12, -54, -0.5, 104, 2, 4, 45, 32
COc1cc(NC(=O)C(=O)Nc2ccc3nc4n(c(=O)c3c2)CCCCC4)cc(OC)c1OC
→ -2.6, -0.8, -1.3, 7, 9, 1.1, 96, -5, -7, 22, 17
CN1CCN(C(=O)CCN2C(=O)c3ccccc3C2=O)CC1
→ 2.0, -2.9, -2.1, 11, -1, 4.5, 101, 0, -17, 6, -5
S=C(NCC1CCCO1)Nc1ccccc1 (stereo unspecified)
→ -5.3, 1.9, -2.8, 16, -9, 1.2, 101, 3, 12, 9, 15
CCOC(=O)COc1ccc(C(c2c(C)[nH][nH]c2=O)c2c(C)[nH][nH]c2=O)cc1
→ -0.3, 0.8, -1.8, 9, -9, -0.2, 110, -2, -4, 20, 3
CCN1CCc2[nH]c3ccccc3c2C1
→ -1.4, 0.2, -0.1, 1, -12, 3.0, 103, -3, 3, -19, 3
CCOC(=O)N1CCN(C(=O)NC23CC4CC(CC(C4)C2)C3)CC1
→ 1.0, -0.7, -2.7, 14, 9, 3.4, 101, -2, 4, 17, -3
CC(=O)N1c2ccc(S(=O)(=O)N(C)CC(=O)Nc3cccc(C)c3)cc2CC1C (stereo unspecified)
→ -1.7, 3.4, -1.3, 7, -4, 1.6, ·, 2, -13, 42, -15
O=C(COC(=O)c1cnccn1)N=c1sccn1Cc1ccccc1Cl
→ -1.1, 0.9, -2.1, 14, -22, 2.1, 100, 6, 2, ·, 3
C[C@@H]1CCC[C@@]2(O[C@H](CCO)C[C@@H](O)[C@@H]2O)O1
→ -1.9, 2.8, -1.7, 10, -11, 4.0, 105, -11, -6, 1, 7
CC(C)(C)OC(=O)N[C@H]1C=C[C@@H](OC(=O)CC(=O)OCC(F)(F)F)C1
→ 1.2, 2.3, -2.7, 13, ·, 2.0, 106, 5, 2, -5, -30
O=C(CC1CC2CCC1C2)NCCc1ccc(Cl)cc1 (stereo unspecified)
→ -1.3, 0.2, 2.7, -15, 3, 2.2, 96, -2, -5, -16, -15
CCN(CC)c1ccc(/C=N/NC(=O)c2ccc([N+](=O)[O-])cc2)cc1
→ -2.1, -2.3, 1.6, -8, 8, 2.0, 95, -5, -4, 6, 29
CCOC(=O)NNC1CC(=O)N(c2ccccc2)C1=O (stereo unspecified)
→ 1.4, 2.9, -1.1, 6, -21, 2.0, 121, 10, 2, -1, 48
Cc1ccc(S(=O)(=O)N2CCCC(C(=O)N3CCCc4ccccc43)C2)cc1 (stereo unspecified)
→ 1.6, -0.4, -2.0, 11, 346, 2.5, 100, -2, 9, -9, 20
O=C(c1cnc2n(c1=O)CCS2)N1CCN(c2ccc(Cl)c(Cl)c2)CC1
→ -1.2, 0.5, 0.9, -5, 44, ·, 101, 4, -7, 18, -6
Cc1cc2ncc(-c3ccccc3)nc2cc1C
→ -1.8, -1.1, 1.2, -6, 358, 1.0, 107, 7, -2, 16, -17
Cc1ccccc1NC(=O)OCc1cccnc1Oc1ccc(Cl)cc1
→ 3.2, 3.3, 5.1, -26, 17, 2.0, 101, -1, -5, 6, 21
COc1cc(OC)cc(-c2sc3ccc(OC)cc3c2-c2ccc3cc[nH]c3c2)c1
→ 0.4, 0.9, 0.6, -4, 3, 1.1, 100, -3, 2, 5, -6
N#Cc1ccc(-c2ccco2)nc1SCc1ccccc1
→ 0.2, -0.2, 1.4, -8, 240, 3.1, 103, -2, 0, ·, 14
Cc1ccc(-c2nnc(SC(C)C(=O)NCC3CCCO3)nc2-c2ccc(C)cc2)cc1 (stereo unspecified)
→ 0.7, 0.5, -4.2, 22, 113, -2.1, 94, 7, -3, -6, 1
Cc1ccccc1OCC(=O)N/N=C/c1ccccn1
→ -2.7, 3.4, -5.1, 24, 125, -0.8, 109, -11, 5, 7, 5
O=[N+]([O-])/C=C1\C=CC=CN1Cc1ccc(Cl)cc1
→ 4.0, 0.9, 0.7, -3, -27, 0.6, 102, -1, 5, 10, -1
COc1ccc(OC)c(C2CC(=O)N3CN(c4ccc(C)c(Cl)c4)CSC3=C2C#N)c1 (stereo unspecified)
→ 0.3, -1.6, -0.9, 5, 2, 6.3, 99, -4, -9, -3, -5
O=C(c1ccco1)N1CCCC(c2nc(-c3ccc(S(=O)(=O)NCc4ccccc4)cc3)no2)C1 (stereo unspecified)
→ 0.9, 2.6, -1.6, 9, -22, 3.3, 100, 12, 2, ·, -7
O=C(O)c1ccc(Cl)c(NC(=S)NC(=O)c2ccccc2[N+](=O)[O-])c1
→ 2.3, 3.9, -4.6, 24, 58, 3.4, 99, -1, -3, -36, 10
COc1ccc(N(C)C(=O)CN(C)S(=O)(=O)c2ccc3c(c2)c(=O)n(C)c(=O)n3C)c(OC)c1
→ -0.9, 3.0, -2.7, 13, 20, 0.2, ·, -5, -9, 3, -2
N#Cc1cc(-c2ccccc2)cn(Cc2c(Cl)cccc2Cl)c1=O
→ -0.4, -1.4, -3.2, 17, -4, 3.2, 102, -4, 5, -41, -1
CCCCCn1c(CN2CCN(Cc3ccccc3)CC2)nc2c1c(=O)[nH]c(=O)n2C
→ -0.2, 0.5, 0.2, -1, -12, 2.4, 109, -1, -10, -25, 4
COc1ccc(-c2nn(-c3ccccc3)cc2C(=O)Nc2cccc(C(=O)O)c2)cc1[N+](=O)[O-]
→ -1.1, 0.3, -2.8, 14, 61, 2.8, 111, -8, 1, -35, 4

More records.
Below each SMILES: Ecoli viability, AddAB inh, OPRM1-OPRD1 ag, MOR-DOR inv ag, Mot1-301 SUMO, phage Ecoli inh, DSG3 Ab inh, Tat transport, PKA-R1A activ, PfHsp90 yeast 2, Arr AP2 block
COc1ccc(CCN2C(=O)C3C(C2=O)C2C=CC3C23CC3)cc1OC (stereo unspecified)
→ -0.5, 0.0, -2.7, 14, 6, 2.3, 94, 3, -6, -16, -27
COc1cccc(C2C(C(N)=O)=C(C)Nc3nc(CCCO)nn32)c1 (stereo unspecified)
→ 1.6, 2.2, -2.0, 9, 8, 0.7, 102, -7, 0, -1, 3
CCn1cc(CN(C)S(=O)(=O)c2ccc3ccccc3c2)c(C)n1
→ 0.2, 2.2, 1.8, -10, 13, -0.2, 101, 6, 11, -11, 20
Cc1nc(NC2=NCN(Cc3cccnc3)CN2)nc2ccccc12
→ ·, ·, -1.2, 6, ·, 3.7, 130, 1, -1, -6, 4
CCS(=O)(=O)N1CCC(C(=O)Nc2ccc(C(C)=O)cc2)CC1
→ 2.4, 0.2, -1.0, 4, -3, -0.1, 101, -7, 5, 1, 9
O=S(=O)(Nc1ccon1)c1ccc(Br)s1
→ 1.0, 0.8, -3.0, 16, -1, 0.6, 104, -5, 4, 9, -2
CCc1nc2cc(CC(=O)O)ccc2o1
→ -1.6, 1.1, -1.1, 7, 164, -0.1, ·, -5, -6, -12, 4
CC(C)(C)OC(=O)C[C@H]1C/C=C\C[C@@H](CC(=O)NCCO)C(=O)N[C@H](C(C)(C)C)COC1=O
→ -3.2, 2.0, -3.1, 15, ·, 0.9, 93, -2, -5, -6, -13
CC(C)c1nc(CNC(=O)CC2C(=O)NCCN2Cc2ccc(F)cc2Cl)cs1 (stereo unspecified)
→ -2.0, 0.8, 8.0, -55, 25, 0.4, 97, 9, 7, -1, 3
CC12CN(C(=O)c3ccco3)CC(c3ccccc3)(CN(C(=O)c3ccco3)C1)C2=O
→ -1.0, 1.4, 0.2, -1, 577, 1.4, 104, -12, -6, -8, 17
CC1(c2ccccc2)NC(=O)N(CC(=O)N2CCOCC2)C1=O (stereo unspecified)
→ 0.0, 3.1, -1.9, 10, -9, 0.8, 102, -2, 3, -9, -4
C=CCN1C=C2C(=O)C(C)(OC(=O)C3CCCC3)C(=O)C(c3ccccc3)=C2C=C1CCCC(=O)OC (stereo unspecified)
→ -1.2, 5.3, 5.9, -32, -4, 2.2, 111, -3, 0, ·, 26
Cc1ccc(S(=O)(=O)N2CCOCC2)cc1NC(=O)c1ccc(F)cc1F
→ 0.5, 1.3, -1.9, 7, -3, 2.8, ·, 4, -5, 2, 8
CC(C)C[C@H]1CN([C@@H](CC(C)C)CN2CCCC2CN2C(=S)NC[C@@H]2Cc2ccc(O)cc2)C(=S)N1CC1CCCCCC1 (stereo partly specified)
→ ·, ·, -1.5, 7, ·, 5.5, 96, -2, -13, 2, -13
O=C(CSc1nc(=O)n(CCN2CCOCC2)c2c1CCCC2)Nc1cccc([N+](=O)[O-])c1
→ -1.5, -2.2, -4.4, 23, -3, 2.3, 102, -1, 0, -3, 0
Nc1nonc1-n1nnc(C(=O)N/N=C/c2ccccc2Cl)c1-c1ccc2c(c1)OCO2
→ -2.6, -0.2, 0.0, 0, -7, -0.8, 105, -1, -5, -4, -5
Cc1noc(COc2ccccc2OCC(N)=O)c1Cl
→ 0.8, 2.1, -2.2, 12, -2, 2.6, 108, 1, -8, 3, 2
COc1cc(NC(=O)C2CC3CCC2C3)c(OC)cc1Cl (stereo unspecified)
→ -1.7, 2.8, 1.2, -6, 195, 0.8, 102, 8, 0, 2, 16
O=C(COc1cccc2c1CCNC2=O)Nc1cccc(F)c1
→ 2.5, 2.7, -3.1, 15, -18, 2.9, 102, 1, -17, -11, -9
Cc1cc(C)n(CC(=O)NN)n1
→ 1.9, 4.2, -1.3, 7, 4, 3.5, 100, -25, -19, 8, 7

Entries of single compounds, quoted from the list:
O=C(COc1cccc2c1CCNC2=O)Nc1cccc(F)c1 as listed: Ecoli viability: 2.5; AddAB inh: 2.7; OPRM1-OPRD1 ag: -3.1; MOR-DOR inv ag: 15; Mot1-301 SUMO: -18; phage Ecoli inh: 2.9; DSG3 Ab inh: 102; Tat transport: 1; PKA-R1A activ: -17; PfHsp90 yeast 2: -11; Arr AP2 block: -9
O=C(CSc1nc(=O)n(CCN2CCOCC2)c2c1CCCC2)Nc1cccc([N+](=O)[O-])c1 as listed: Ecoli viability: -1.5; AddAB inh: -2.2; OPRM1-OPRD1 ag: -4.4; MOR-DOR inv ag: 23; Mot1-301 SUMO: -3; phage Ecoli inh: 2.3; DSG3 Ab inh: 102; Tat transport: -1; PKA-R1A activ: 0; PfHsp90 yeast 2: -3; Arr AP2 block: 0
